Source: PubChem
UHRF1 MBD2 ctr: UHRF1 methylated DNA binding inhibitors, primary screen, counter-screen for MBD2 inhibitor project, biochemical, TR-FRET, human UHRF1, single concentration; E3 ubiquitin-protein ligase UHRF1 (Homo sapiens), Q96T88; UHRF1 binding to methylated oligo; inhibition, % at 4.4 µM; hit rate 0.75% among 370,000; AID 687016, 2013; in the data active means inhibition above about 21%;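 further: UHRF1 SRA domain binding a hemimethylated CpG hairpin DNA probe; 0% = median of test compound wells and 100% = reference inhibitor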
HTRA1 inh: HTRA1 serine protease inhibitors, primary screen, biochemical, fluorescence polarization, HTS; Q92743; recombinant HTRA1, FP-rhodamine activity-based probe; inhibition, % at 5.96 µM; hit rate 0.5% among 340,000; AID 504803, 2011; in the data active means inhibition above about 36%;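 further: 0% = enzyme with DMSO and 100% = wells lacking enzyme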
LEDGF integ inh: blockers of LEDGF/p75-dependent integrase strand transfer – biochemical, TR-FRET, high throughput, primary screen | hit rate 0.64% among 370,000 | TR-FRET IN-LEDGF/p75 DNA integration, Eu/Cy5 | inhibition, % at 3.7 µM | HIV-1 integrase (with human LEDGF/p75);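 active means inhibition above the screen-wide mean plus 3 SD, cut at about 13% in these data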;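 further: signal is the Cy5 over europium emission ratio at 671 and 618 nm; 0% = plate median of compound wells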
Rev-erbA mod: modulators of Rev-erb alpha DNA binding, primary screen, biochemical, FITC-DNA, fluorescence polarization, uHTS; Nuclear receptor subfamily 1 group D member 1 (Homo sapiens), P20393; Rev-erbα–FITC-DNA binding, 90 min; activity, % at 10 µM; hit rate 0.79% among 370,000;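 active means activity above about 14%, limit read from the data; passing the limit was not always enough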;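 further: 0% = DMSO wells with 35 nM protein and 100% = DMSO wells with 750 nM protein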
Target sequence (P20393 whole entry, looked up): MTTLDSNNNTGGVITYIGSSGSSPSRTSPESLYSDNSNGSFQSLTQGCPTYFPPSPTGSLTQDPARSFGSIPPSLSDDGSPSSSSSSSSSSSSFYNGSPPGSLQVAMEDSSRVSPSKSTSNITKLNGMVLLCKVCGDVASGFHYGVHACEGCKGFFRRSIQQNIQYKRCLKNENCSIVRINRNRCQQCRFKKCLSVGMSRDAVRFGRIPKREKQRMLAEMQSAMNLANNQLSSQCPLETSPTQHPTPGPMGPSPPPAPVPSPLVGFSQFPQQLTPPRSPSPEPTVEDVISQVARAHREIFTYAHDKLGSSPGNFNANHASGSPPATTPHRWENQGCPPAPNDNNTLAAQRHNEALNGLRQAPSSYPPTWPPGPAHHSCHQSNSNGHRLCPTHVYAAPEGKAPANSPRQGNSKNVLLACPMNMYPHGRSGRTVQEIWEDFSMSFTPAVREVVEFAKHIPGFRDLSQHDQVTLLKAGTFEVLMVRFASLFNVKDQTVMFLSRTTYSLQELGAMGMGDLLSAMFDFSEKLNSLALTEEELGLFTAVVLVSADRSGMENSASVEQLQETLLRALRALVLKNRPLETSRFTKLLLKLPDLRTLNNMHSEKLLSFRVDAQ
rCAG binder: binders of r(CAG) RNA repeats, primary screen, biochemical, fluorescence; r(CAG) RNA repeat, TO-PRO-1 dye displacement fluorescence; inhibition, % at 3 µM; hit rate 1.3% among 370,000; AID 651821, 2012;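 active means inhibition above the plate cutoff, the mean of all test compounds on that plate plus 3 SD, cut at about 35% in these data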;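 further: 0% = DMSO alone and 100% = 100 µM mitoxantrone as full dye displacement; higher means more dye released from RNA so lower well fluorescence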
PRMT1 inh: PRMT1 methyltransferase inhibitors, primary screen, biochemical, fluorescence polarization | recombinant PRMT1, activity-based probe fluorescence polarization | inhibition, % at 2.79 µM | hit rate 1.3% among 370,000 | AID 652257, 2013;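 active means inhibition above about 21% made by adding two undisclosed values, limit read from the data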
TCR CD3 inh: inhibitors of human TCR-CD3 interaction, primary screen, biochemical, fluorescence, TAMRA-labeled TCR probe; inhibition, % at 9.4 µM; hit rate 0.37% among 360,000; AID 651800, 2012; T-cell receptor (TCR); in the data active means inhibition above about 19%;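 further: recombinant mutant TCR 2C K166C tagged with TAMRA read by polarization; 0% = receptor in buffer alone and 100% = receptor with positive control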
MBD2 DNA inh: inhibitors of MBD2 binding to methylated DNA, primary screen, biochemical, TR-FRET, DNA-binding domain, human. MBD2 binding to methylated oligonucleotide. inhibition, % at 4.4 µM. hit rate 0.31% among 370,000. AID 686964, 2013; in the data active means inhibition above about 13%
Target sequence (Q9UBB5 whole entry, looked up, the tested form may be a part): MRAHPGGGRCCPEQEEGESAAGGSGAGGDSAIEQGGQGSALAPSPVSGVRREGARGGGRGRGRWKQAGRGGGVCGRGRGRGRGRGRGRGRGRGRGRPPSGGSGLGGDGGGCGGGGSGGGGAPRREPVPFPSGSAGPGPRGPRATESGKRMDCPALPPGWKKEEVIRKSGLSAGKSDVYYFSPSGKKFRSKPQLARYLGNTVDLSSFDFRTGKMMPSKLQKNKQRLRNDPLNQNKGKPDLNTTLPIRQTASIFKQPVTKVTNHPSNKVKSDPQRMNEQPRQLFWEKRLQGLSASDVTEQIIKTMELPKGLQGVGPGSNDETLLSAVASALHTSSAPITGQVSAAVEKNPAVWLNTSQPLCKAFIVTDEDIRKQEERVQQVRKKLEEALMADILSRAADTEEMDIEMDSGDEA
PG9 Ab binder: binders of HIV-1 gp120 antibody PG9, primary screen, biochemical, TR-FRET; TR-FRET gp120-PG9 antibody binding; inhibition, % at 6.7 µM; hit rate 0.43% among 360,000; in the data active means inhibition above about 8.5%
mABHD4 FP: ABHD4 inhibitors, primary screen, biochemical, fluorescence polarization, mouse | (Lyso)-N-acylphosphatidylethanolamine lipase (Mus musculus), Q8VD66 | purified mABHD4, FP-Rh probe fluorescence polarization | inhibition, % at 8.92 µM | hit rate 0.54% among 370,000 | AID 720543, 2013;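 active means inhibition exceeding the mean over every tested compound plus 3 SD, cut at about 30% in these data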;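 further: 0% = plate median of compound wells and 100% = S159A mutant with DMSO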
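Assay system: mABHD4 protein; medium: HEPES pH 7.0, NaCl, Pluronic buffer; dosing: 8.92 µM, single dose; schedule: 45 min + 60 min at 25 °C; signal: FP readout, ex 525 nm / em 598 nm; read-out: normalized percent inhibition of probe labeling; repeats: single replicate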
Starred values were filed as active, the others as inactive; x = not tested or not shown. An excerpt; rates above refer to the full screens.

nr	structure	LEDGF integ inh	UHRF1 MBD2 ctr	TCR CD3 inh	HTRA1 inh	PG9 Ab binder	Rev-erbA mod	MBD2 DNA inh	mABHD4 FP	rCAG binder	PRMT1 inh
1	Cc1cc(C)c2c(c1)/C(=N/Nc1ccc(S(N)(=O)=O)cc1[N+](=O)[O-])CCC2	-2	2	-6	1	-0.1	3	2	5	9	6
2	Cc1ccc(NC(=O)CCCCCCCCCCC2COCCO2)c(C)c1 (stereo unspecified)	3	-1	1	-2	0.1	0	-1	-20	0	-3
3	COc1ccc(NC(=O)c2nc3ccccc3s2)cc1	0	-5	2	-15	-0.2	4	0	-13	0	-2
4	Cc1ccc2nc(NC(=O)c3cccc(-c4cc5ccccc5oc4=O)c3)sc2c1	-2	-2	6	x	0.2	13	5	0	2	-1
5	COC(=O)C=C1CCC2C3CCC4=CC(=O)C(Br)CC4(C)C3C(=O)CC12C (stereo unspecified)	2	2	-6	-3	0.3	0	5	6	1	3
6	COC(=O)Oc1ccc(/C=N/NC(=O)CSCc2ccc(Cl)cc2)cc1OC	0	10	1	11	-1.1	0	5	-2	-2	1
7	COc1ccc(Nc2nc(C(C)(C)C)nc3c2nnn3Cc2ccccc2Cl)cc1OC	-1	-1	3	-8	-0.2	-3	0	1	4	0
8	C=CCNC(=O)CCCOc1cccc(C)c1	-1	-1	4	7	0.8	-1	-1	-6	-1	-4
9	CC1(C(=O)NCC2CC2)Cc2c(-c3cccc(C(N)=O)c3)ccnc2O1 (stereo unspecified)	0	0	-1	x	-0.9	-1	-3	5	1	3
10	O=C(O)c1ccccc1C(=O)OCCCCOC(=O)c1ccccc1C(=O)O	-1	4	2	3	-0.2	0	2	1	-4	-1
11	CCN(C(=O)COC(=O)c1ccc2c(=O)n3c(nc2c1)CCC3)C1CCS(=O)(=O)C1 (stereo unspecified)	2	-1	6	2	-0.9	2	1	0	-3	-2
12	Cc1cc(C)cc(N(C(=O)c2cc3ccccc3oc2=O)C2C=CS(=O)(=O)C2)c1 (stereo unspecified)	0	-2	5	-2	0.6	-2	-3	5	4	-4

An excerpt of these results, with two lines to a compound.
Each structure is followed by: LEDGF integ inh	UHRF1 MBD2 ctr	TCR CD3 inh	HTRA1 inh	PG9 Ab binder	Rev-erbA mod	MBD2 DNA inh	mABHD4 FP	rCAG binder	PRMT1 inh
#8 C=CCNC(=O)CCCOc1cccc(C)c1
 : -1	-1	4	7	0.8	-1	-1	-6	-1	-4
#9 CC1(C(=O)NCC2CC2)Cc2c(-c3cccc(C(N)=O)c3)ccnc2O1 (stereo unspecified)
 : 0	0	-1	x	-0.9	-1	-3	5	1	3

Remaining list, next part.
nr	structure	LEDGF integ inh	UHRF1 MBD2 ctr	TCR CD3 inh	HTRA1 inh	PG9 Ab binder	Rev-erbA mod	MBD2 DNA inh	mABHD4 FP	rCAG binder	PRMT1 inh
13	Cc1csc2nc(O)c(C(=O)NC3CCCCC3)c(=O)n12	0	-2	2	0	-0.1	1	-2	4	3	-6
14	COc1ccccc1-n1c(SCC(N)=O)nc2c(c1=O)SCC2	3	-2	-1	-2	-0.1	-6	0	5	4	2
15	CCC(=NC1CC(C)(C)NC(C)(C)C1)C1=C(O)CC(C)(C)CC1=O	1	2	2	-3	1.4	x	-3	4	-4	-2
16	COc1ccc(NC(=O)N2C3CCCC2CC(NC(=O)c2ccccc2)C3)cc1 (stereo unspecified)	4	-1	11	-2	0.5	-7	5	-1	-4	2
17	CCCN(C(=O)Cc1nc(N)n[nH]1)C1(C(=O)Nc2c(C)cccc2C)CCCCC1	-2	-3	2	6	-1.1	-1	-3	-4	-1	-3
18	CC(C)S(=O)(=O)c1nsc2nc(=O)c(/C=C3\C=Nc4ccccc43)c(N)n12	2	-2	7	-39	-2.0	2	-3	-13	88*	-1
19	CCOC(=O)c1ccccc1NC(=O)CN1CCC(n2nnc3cc(F)ccc32)CC1	-3	1	-14	-7	0.9	3	4	-3	5	2
20	O=C(Nc1ccccc1)c1snc2c(=O)[nH]cnc12	1	-7	3	-4	0.6	-7	1	1	7	-1
21	CC(C)(C)NC(=O)NC(=O)COC(=O)Cc1coc2ccc3ccccc3c12	3	-1	-1	-5	-2.1	1	0	-18	2	1
22	Cc1onc(-c2ccc(Cl)cc2)c1-c1ccn(S(=O)(=O)c2cccc(Cl)c2)n1	10	6	x	x	x	15	-2	-9	4	-5
23	CC1=C(C(=O)N(C)C)CC(CC(=O)NC2CCCC2)C(=O)N1Cc1ccccc1 (stereo unspecified)	-3	0	2	7	-1.0	-1	1	-1	0	-2
24	COc1cc2ccc(C(C)=O)cc2cc1OC	-1	-3	6	5	-1.2	-4	-7	-3	2	-1

Additional entries:
nr	structure	LEDGF integ inh	UHRF1 MBD2 ctr	TCR CD3 inh	HTRA1 inh	PG9 Ab binder	Rev-erbA mod	MBD2 DNA inh	mABHD4 FP	rCAG binder	PRMT1 inh
25	CC(/C=N/NC(=O)Cn1nnc(N)n1)=C\c1ccc(C(C)C)cc1	-1	14	3	x	-2.3	1	2	-7	-2	0
26	COc1cccc(C(O)c2nc(-c3cccc(F)c3)cs2)c1 (stereo unspecified)	-1	0	3	x	0.4	-3	-5	-14	1	2
27	CCOC(=O)C(C(=O)Nc1cccc(C)n1)C1CCCCC1 (stereo unspecified)	2	1	-2	-1	1.0	-4	6	2	-6	2
28	CCN(CC(=O)Nc1ccc(NC(C)=O)cc1)C(=O)CSc1nnc(-c2ccco2)n1CC	1	-3	-2	6	-0.1	0	-6	8	1	0
29	CCOC(=O)[C@]12CCCC=C1N(Cc1cccc3ccccc13)C(=O)[C@H](CC(=O)NCc1ccccc1)C2	1	-1	0	x	-1.4	-4	-2	-19	7	1
30	NC(=O)COc1ccc(NC(=O)CC23CC4CC(CC(C4)C2)C3)cc1	1	0	2	3	-1.5	3	-4	-1	-8	1
31	Cn1nnnc1SCc1nc2scc(-c3ccccc3)c2c(=O)[nH]1	0	0	0	-9	-3.2	-3	-2	3	5	-2
32	CCCn1c(SCC(=O)N2CCN(C(C)=O)CC2)nc2sc3c(c2c1=O)CCC3	4	-1	-2	3	-2.7	-4	-4	-8	0	1
33	CC(Sc1nc2c(c(=O)n(C)c(=O)n2C)n1Cc1cc2c(cc1Cl)OCO2)C(=O)O (stereo unspecified)	4	-1	3	1	-0.1	1	-1	2	10	-1
34	CC(Oc1ccc2c(c1)oc(=O)c1ccccc12)C(=O)NCCN1CCOCC1 (stereo unspecified)	-4	2	-1	-2	-0.1	1	6	0	-5	-1
35	Cc1ccc(S(=O)(=O)c2nc(C)oc2N2CCOCC2)cc1	-1	-1	2	-1	-0.6	5	1	3	-2	4
36	CCCCNC(=O)C[C@@H]1C[C@@]2(C(=O)OC)CCCCC=C2N(Cc2ccco2)C1=O	5	-2	1	x	3.5	-5	1	0	2	2

(continued)
nr	structure	LEDGF integ inh	UHRF1 MBD2 ctr	TCR CD3 inh	HTRA1 inh	PG9 Ab binder	Rev-erbA mod	MBD2 DNA inh	mABHD4 FP	rCAG binder	PRMT1 inh
37	COc1cccc(C(=O)Oc2c(CN3CCOCC3)cc(Cl)c3cccnc23)c1	-3	-4	-4	36	0.5	-1	1	9	-1	0
38	O=S(=O)(Cc1ccccc1)N1CCCCCC1	0	5	5	2	2.4	-3	4	10	-2	0
39	CC(=O)N1CCN(S(=O)(=O)c2ccc3c(c2)oc(=O)n3C)CC1	2	-2	x	x	x	1	-2	-4	4	-3
40	O=c1[nH]cnc(CN2CCCCC2)c1O	-1	-2	3	-4	-1.3	-3	-4	-1	3	-3
41	COc1cc(=O)n(C)c2cc(N(C)C)ccc12	-5	-1	1	0	-3.7	5	-1	2	3	0
42	CNc1snc(C)c1C(=O)OCC(=O)N(C)c1ccccc1	-3	2	-3	-2	-1.6	-4	0	0	0	4
43	Cc1cc(C)cc(NC(=O)CN2CCN(C(=O)c3cccs3)CC2)c1	-3	-1	2	6	-0.8	-6	2	2	0	-2
44	CC1(C)CC(=O)c2c(O)cc(OCC(=O)NCCc3ccc(S(N)(=O)=O)cc3)cc2O1	1	0	3	-4	0.5	-2	-2	4	2	0

By substructure: those above with a halogen
nr	structure	LEDGF integ inh	UHRF1 MBD2 ctr	TCR CD3 inh	HTRA1 inh	PG9 Ab binder	Rev-erbA mod	MBD2 DNA inh	mABHD4 FP	rCAG binder	PRMT1 inh
5	COC(=O)C=C1CCC2C3CCC4=CC(=O)C(Br)CC4(C)C3C(=O)CC12C (stereo unspecified)	2	2	-6	-3	0.3	0	5	6	1	3
6	COC(=O)Oc1ccc(/C=N/NC(=O)CSCc2ccc(Cl)cc2)cc1OC	0	10	1	11	-1.1	0	5	-2	-2	1
7	COc1ccc(Nc2nc(C(C)(C)C)nc3c2nnn3Cc2ccccc2Cl)cc1OC	-1	-1	3	-8	-0.2	-3	0	1	4	0
19	CCOC(=O)c1ccccc1NC(=O)CN1CCC(n2nnc3cc(F)ccc32)CC1	-3	1	-14	-7	0.9	3	4	-3	5	2
22	Cc1onc(-c2ccc(Cl)cc2)c1-c1ccn(S(=O)(=O)c2cccc(Cl)c2)n1	10	6	x	x	x	15	-2	-9	4	-5
26	COc1cccc(C(O)c2nc(-c3cccc(F)c3)cs2)c1 (stereo unspecified)	-1	0	3	x	0.4	-3	-5	-14	1	2
33	CC(Sc1nc2c(c(=O)n(C)c(=O)n2C)n1Cc1cc2c(cc1Cl)OCO2)C(=O)O (stereo unspecified)	4	-1	3	1	-0.1	1	-1	2	10	-1
37	COc1cccc(C(=O)Oc2c(CN3CCOCC3)cc(Cl)c3cccnc23)c1	-3	-4	-4	36	0.5	-1	1	9	-1	0
